Tau ThT inhib: inhibitors of human tau fibril formation, thioflavin T binding. Potency, µM (top dose mostly 57.4 µM), for inactives: top-dose activity, negative = inhibition, actives largely listed as inhibitors. recombinant tau K18 P301L (four-repeat tau fragment), heparin-induced fibrillization, ThT fluorescence. hit rate 2.1% among 270,000. P10636; active = well fitted inhibition curve with a large enough effect; inconclusive = small, poorly fitted or top-dose-only effect; note: nearly all actives have a fitted effect of over 55% in size
Target sequence (P10636 561-689 P618L limits assumed): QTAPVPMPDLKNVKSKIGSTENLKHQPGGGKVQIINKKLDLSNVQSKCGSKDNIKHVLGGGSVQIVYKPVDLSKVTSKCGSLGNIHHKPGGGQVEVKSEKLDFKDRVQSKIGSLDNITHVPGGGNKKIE
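Tau K18 P301L fragment (15 uM unlabeled plus 0.24 uM Alexa 594-labeled) in 100 mM sodium acetate pH 7 with compound, fibrillization induced by 20 uM heparin for 6 hr at 37 C. Thioflavin T (30 uM) added, fluorescence read after 1 hr (ex 450, em 510 nm).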
* hit, by the source's call; ? = inconclusive. % is set by controls: 0 for no effect and ±100 for the full control effect; potency is the fitted concentration of half-maximal effect. The list is partial; count on the stated rates, not on these rows.

SMILES	Tau ThT inhib
COc1ccc(-c2cc(C(=O)NCCc3ccccc3)c3c(-c4ccc(Cl)cc4)[nH]nc3n2)cc1	15%
COCCNC(=O)C1CCC(CNS(=O)(=O)c2ccc3c(c2)CC(C)N3C(C)=O)CC1 (stereo not drawn)	-2%
COc1ccc(Cn2c(C(=O)O)c(CNCCc3ccco3)c3ccc(OC)cc32)cc1	-9%
Cc1ccccc1-c1noc(-c2cc(C(C)C)[nH]n2)n1	?
CCOC(=O)c1ccc(NC(=O)c2nn(C)c3c2COc2ccccc2-3)cc1	2%
COc1cc(NC(=O)CCCc2nnc3n(C)c(=O)c4sccc4n23)cc(OC)c1OC	7%
COc1ccc(-c2nc(CSc3nncn4c3cc3occc34)c(C)o2)cc1	?
Cc1ccc2cccc(NC(=O)c3ccc(OC(C)C)cc3)c2n1	2%
O=C(Cc1ccc(NC(=O)N2CCSc3ncccc32)cc1)NCc1cccc(Cl)c1	11%
CCc1cccc(NC(=O)CSc2nncn3c2cc2sccc23)c1	2%
CC(C)N(C(=O)Cn1cc(SCC(=O)Nc2ccccc2C(F)(F)F)c2ccccc21)C(C)C	4%
Cc1ccccc1CN1c2ccccc2-c2nc(SCC(=O)NCc3ccccc3)ncc2S1(=O)=O	8%
Cc1cccc(S(=O)Cc2ccc(C(=O)NC3CCCCCC3)o2)c1 (stereo not drawn)	-1%
CCCOc1ccc(NC(=O)CC2C(=O)N(c3cccc(OC)c3)C(=O)N2CCc2ccncc2)cc1 (stereo not drawn)	-3%
COC(=O)c1ccc(C(=O)OC)c(NC(=O)N2CC3CCCN3c3ccccc32)c1 (stereo not drawn)	?
Cc1ccc(-c2noc(-c3ccccc3NC(=O)c3ccccc3)n2)cc1	?
CCn1nnc2cc(C(=O)Nc3cc(C)ccc3C)ccc21	-15%
Cc1ccc(CNc2ccc(-c3nc(C(C)C)no3)cc2[N+](=O)[O-])cc1	9%
Cc1oc(-c2ccccc2)nc1CSc1nnc(C)n2c1cc1sccc12	-14%
COc1cccc(CNC(=O)C(C)n2ncn3cccc3c2=O)c1OC (stereo not drawn)	?
O=C(Nc1ccc(F)c(Cl)c1)N1CCN2CCCCC2C1 (stereo not drawn)	6%
COc1ccc(-c2onc(C)c2C)cc1S(=O)(=O)NCc1ccc(C)o1	-5%
COCCN(Cc1cccs1)S(=O)(=O)c1cc(-c2cc(C)no2)ccc1C	-6%
O=C(Cn1cc(SCc2ccccc2F)c2ccccc21)N1CCCC1	?
Cc1cccc(NC(=O)Cn2c(=O)n(Cc3nc(-c4ccccc4)no3)c(=O)c3ccccc32)c1	?
Cc1ccc(C)c(Nc2nn3c(=O)c4ccc(C(=O)NC5CCCCC5)cc4nc3s2)c1	8%
CCOc1ccc(CNC(=O)C2CCN(c3nc4ccccc4nc3C(F)(F)F)CC2)cc1OC	-6%
O=C(CSc1nnc(-c2ccc3c(c2)OCO3)o1)Oc1ccccc1	7%
Cc1ccc(Cl)cc1N1CCN(C(=O)c2cc(S(=O)(=O)N3CCCC3)c[nH]2)CC1	?
CCOc1ccc(NC(=O)CSc2ncc3c(n2)-c2ccccc2N(Cc2ccccc2C)S3(=O)=O)cc1	?
COc1ccc(CNCc2c(C(=O)O)n(Cc3ccc(F)cc3)c3cc(C)ccc23)cc1OC	-3%
COc1ccc(-c2onc(C)c2C)cc1S(=O)(=O)N1CCC(C)CC1	-15%
CCCN(Cc1cccs1)C(=O)Nc1cc(Cl)c(OC)cc1OC	-14%
Cc1ccc2c(CNC3CCCC3)c(C(=O)O)n(Cc3ccc(F)cc3)c2c1	-11%
Cc1cc(-c2ccc(S(=O)(=O)NCc3ccccc3Cl)s2)on1	-3%
CC1Cn2c(C(=O)NCc3ccccc3Cl)cc3cccc(c32)S1 (stereo not drawn)	4%
COC(=O)c1cc(NC(=O)c2nn(C)c3c2CSc2ccccc2-3)cc(C(=O)OC)c1	-4%
CCc1ccccc1NC(=O)C1=CC(c2ccc3c(c2)OCO3)=NS(=O)(=O)N1C	8%
O=C(CN1C(=O)COc2ccc(S(=O)(=O)N3CCOCC3)cc21)NCc1ccc(Cl)cc1	5%
CCc1ccc(Nc2nc3c(S(=O)(=O)c4cccc(Cl)c4)nnn3c3ccsc23)cc1	14%
O=S(=O)(c1ccc(Br)cc1)c1nnn2c1nc(Nc1cccc(C(F)(F)F)c1)c1sccc12	10%
COc1cc(NC(=O)CC2C(=O)N(c3ccc(Cl)cc3)C(=O)N2Cc2cccs2)cc(OC)c1 (stereo not drawn)	-2%
CCOc1ccccc1CNC(=O)Cn1nc(N2CCN(c3ccccc3)CC2)ccc1=O	-16%
COc1cc(NS(=O)(=O)c2ccc3oc(=O)c4ncn(C)c4c3c2)cc(OC)c1	1%
Cc1ccc(CNC(=O)c2ccc3c(O)c(S(=O)(=O)c4ccc(Cl)cc4)c(=O)[nH]c3c2)cc1	3%
Cc1cccc(OCC(=O)Nc2c(C(=O)N3CCN(c4ccccc4F)CC3)oc3ccccc23)c1	-11%
CC1CCN(S(=O)(=O)c2ccc3nc(NCc4ccc(F)cc4)ccc3c2)CC1	0%
COc1cccc(CNC(=O)c2ccc(-c3nc(CS(=O)(=O)c4ccccc4)c(C)o3)cc2)c1	2%
COc1ccc(-c2nnc(SCC(=O)Oc3cccc(C)c3C)o2)cc1	6%
O=C(CSc1nc2c(c(=O)[nH]1)CN(Cc1ccc3c(c1)OCO3)CC2)Nc1ccccc1Cl	6%

Taken from above for reference:
SMILES	Tau ThT inhib
COc1cc(NS(=O)(=O)c2ccc3oc(=O)c4ncn(C)c4c3c2)cc(OC)c1	1%
Cc1ccc(CNC(=O)c2ccc3c(O)c(S(=O)(=O)c4ccc(Cl)cc4)c(=O)[nH]c3c2)cc1	3%
Cc1cccc(OCC(=O)Nc2c(C(=O)N3CCN(c4ccccc4F)CC3)oc3ccccc23)c1	-11%
CC1CCN(S(=O)(=O)c2ccc3nc(NCc4ccc(F)cc4)ccc3c2)CC1	0%

(cont.)
SMILES	Tau ThT inhib
CCc1ccccc1NC(=O)c1cnc2sc(N3CCOCC3)nn2c1=O	-7%
Cc1cccc(NC(=O)C(=O)c2cc(C)n(-c3ccccc3)c2C)c1C	-4%
Cc1oc(-c2ccc(C(=O)NCCCOC(C)C)cc2)nc1CS(=O)(=O)c1ccccc1	-9%
Cc1cccc(C)c1NC(=O)CCS(=O)(=O)c1ccc2c(c1)CC(C)N2C(=O)C1CC1 (stereo not drawn)	-7%
CC(C)OCCCn1c(=O)c2ccccc2n2c(-c3ccc(F)cc3)nnc12	-7%
COc1cc(OC)c(NC(=O)c2c(N3CCCC3=O)c3cc(C)ccc3n2C)cc1Cl	-3%
CCOC(=O)c1c(C)[nH]c(C)c1S(=O)(=O)NCC(=O)N1CCN(c2ccccc2OC)CC1	-4%
COc1ccc(OC)c(CNC(=O)C2CCN(c3nc4ccccc4nc3C(F)(F)F)CC2)c1	6%
Cc1ccc(Cl)cc1N1CCN(C(=O)CCn2c(=O)c3cccn3c3cccnc32)CC1	?
COc1cccc(CNC(=O)c2ccc(CS(=O)c3ccccc3)o2)c1 (stereo not drawn)	-8%
O=C(CC1C(=O)N(c2ccccc2)C(=O)N1Cc1ccc(F)cc1)Nc1cccc(F)c1 (stereo not drawn)	13%
CCCCOc1cccc(C(=O)Nc2cccc3ccc(C)nc23)c1	-1%
COc1ccc(-c2c3c(=O)n(C)c(=O)n(C)c3c3n2-c2ccccc2NC3c2ccco2)cc1 (stereo not drawn)	-17%
Cc1ccc(NC(=O)C2CCCN2S(=O)(=O)c2ccc3nc(-c4ccccc4)[nH]c3c2)cc1F (stereo not drawn)	-11%
Cc1ccc(NC(=O)Nc2c[nH]c(=O)[nH]c2=O)c(Cl)c1	-7%
O=C(CCCn1c(=O)c2cccn2c2cccnc21)Nc1ccccc1Br	-8%
CCC(=O)Nc1ccccc1-c1nc2ccccc2n(CC(=O)c2ccc(Br)cc2)c1=O	-7%
CCOc1ccc(NC(=O)CCS(=O)(=O)c2ccc3nc(C)sc3c2)cc1	4%
Cc1cn2c(=O)c(S(=O)(=O)NCc3ccccc3Cl)c(C)nc2s1	1%
Cc1oc(-c2ccc(C(=O)NC(C)c3ccccc3)cc2)nc1CS(=O)(=O)c1ccccc1 (stereo not drawn)	14%

3 entries from above, with values ahead of the structure.
Tau ThT inhib,smiles
-7%,Cc1ccc(NC(=O)Nc2c[nH]c(=O)[nH]c2=O)c(Cl)c1
-8%,O=C(CCCn1c(=O)c2cccn2c2cccnc21)Nc1ccccc1Br
-17%,COc1ccc(-c2c3c(=O)n(C)c(=O)n(C)c3c3n2-c2ccccc2NC3c2ccco2)cc1 (stereo not drawn)

(listing goes on)
SMILES	Tau ThT inhib
Cc1ccc(C)c(Cn2cc(CCC(=O)NC3CCCCC3)c3ccccc32)c1	4%
COc1ccccc1Nc1nn2c(=O)c3ccc(C(=O)NCc4ccc(F)cc4)cc3nc2s1	1%
CCc1cccc(C)c1NC(=O)CN1CCN(Cc2ccccc2Cl)S1(=O)=O	8%
CC(=O)Nc1ccc(C)cc1-c1nc2ccccc2n(CC(=O)Nc2cc(Cl)ccc2C)c1=O	3%
COc1ccc(C)cc1NC(=O)CSc1ccc(-c2ccccn2)nn1	-10%
CCn1cc(CCC(=O)NCc2ccc(F)cc2)c2ccccc21	-8%
O=c1c2oc3ccccc3c2n(Cc2cccc(Cl)c2)c(=O)n1Cc1ccco1	-7%
CCN1c2ccccc2-c2nc(SCC(=O)Nc3cc(C)c(Cl)cc3OC)ncc2S1(=O)=O	-3%
CC(=O)c1ccc(NC(=O)COc2ccccc2-c2nc(C(C)C)no2)cc1	?
COc1cccc(C(=O)N2CCC(N3CCN(Cc4ccc(F)cc4)C(=O)C3=O)CC2)c1	-1%
CCc1ccccc1NC(=O)CCn1nc(C)c2c(C)n(-c3ccccc3)nc2c1=O	4%
Cc1nn(CC(=O)NCc2cccc(Br)c2)c(=O)c2c1sc1ccccc12	-1%
CCC(C(=O)Nc1cc(C(F)(F)F)ccc1Cl)n1nc(C)c2sc3ccccc3c2c1=O (stereo not drawn)	?
CCSc1nc(-c2ccccc2)nc2c1Cc1c(CO)cnc(C)c1O2	-6%
Cc1nn(CCCC(=O)Nc2cc(C(F)(F)F)ccc2Cl)c(=O)c2c1sc1ccccc12	3%
Cc1ccc(Cl)cc1NC(=O)Cn1c(=O)n(C(C)C)c(=O)c2oc3ccccc3c21	10%
Cc1ccc(C(=O)NCCc2ccc(Cl)cc2)cc1-n1c(C)nc2cccnc21	9%
O=C(NCc1ccccc1)c1ccc(Cn2c(=O)c3cccn3c3cccnc32)cc1	4%
Cc1ccc(CN2CCCN(Cc3c(C)cc(C)cc3C)S2(=O)=O)cc1	-11%
Cc1ccccc1NC(=O)CCC(=O)N1CCSc2ccccc21	-1%
CCCN(Cc1cccs1)C(=O)Nc1ccc(F)c(Cl)c1	-4%
Cc1cc2c(cc3c(SCc4ccc(Cl)cc4)nncn32)o1	?
CC(CNC(=O)CCc1cn(Cc2ccccc2Cl)c2ccccc12)c1ccccc1 (stereo not drawn)	-19%
COCCCNC(=O)c1ccc(Cn2c(=O)c3cccn3c3cccnc32)cc1	-8%
O=C(CSc1ncc2c(n1)-c1ccc(Cl)cc1N(Cc1ccccc1)S2(=O)=O)Nc1ccccc1C(F)(F)F	14%
O=C(CSc1cn(CC(=O)N2CCCCCC2)c2ccccc12)Nc1ccccc1F	?
CCCOc1ccc(NC(=O)CC2C(=O)N(c3ccc(OC)cc3)C(=O)N2CCc2ccncc2)cc1 (stereo not drawn)	-7%
CCCN(C(=O)Cc1nc(-c2ccc(OC)cc2)no1)c1ccccc1C	-8%
CC(=O)N1c2ccc(S(=O)(=O)NCC3CCC(C(=O)Nc4ccc(C)cc4)CC3)cc2CC1C (stereo not drawn)	5%
CCOc1ccc(CNC(=O)CCc2cn(CC)c3ccccc23)cc1	-5%
CN(C)c1ccc(CNC(=O)c2cc3ccccn3n2)cc1	-10%
Fc1ccc(-c2cc(-c3nc(-c4ccc(Cl)cc4)no3)[nH]n2)cc1	11%
CCSc1nc(-c2ccc(OC)cc2)nc2c1Cc1c(CO)cnc(C)c1O2	-11%
COc1cc(NC(=O)CC(c2ccc(C)cc2)N2Cc3ccccc3C2=O)cc(OC)c1 (stereo not drawn)	8%
CCc1ccc(NC(=O)CSc2nc(-c3ccccc3Cl)nc3c2Cc2c(CO)cnc(C)c2O3)cc1	-11%
COc1ccc(Cn2c(=O)c3oc4ccccc4c3n(Cc3cccc(C(F)(F)F)c3)c2=O)cc1	11%
Cc1cccc(C(=O)Nc2ccccc2-c2nc(-c3ccccc3)no2)c1	-17%
CCOc1ccc(CCNC(=O)c2cccc(-n3c(C)nc4cccnc43)c2C)cc1	3%
CCOc1ccc(CCNC(=O)c2ccc3[nH]c(C)c(C)c3c2)cc1	?
CCOc1ccc(S(=O)(=O)N2CCC(n3c(C)nc4cccnc43)CC2)cc1	-10%
CCOC(=O)c1[nH]c(C)c(C(=O)NCc2cccc(OC)c2)c1C	-13%
CCOC(=O)c1ccccc1NC(=O)CN1CCCN(Cc2cc(C)ccc2C)S1(=O)=O	-8%
O=C(Nc1cccc(C(F)(F)F)c1)N1CC2CCCN2c2ccccc21 (stereo not drawn)	-6%
Cc1ccc(-c2noc(-c3nnn(CC(=O)Nc4ccc(C)c(Cl)c4)c3N)n2)cc1	8%

3 structures out of the list, sorted by molecular weight, rising:
SMILES	Tau ThT inhib
COc1cc(NS(=O)(=O)c2ccc3oc(=O)c4ncn(C)c4c3c2)cc(OC)c1	1%
COc1cc(NC(=O)CCCc2nnc3n(C)c(=O)c4sccc4n23)cc(OC)c1OC	7%
CC(C)N(C(=O)Cn1cc(SCC(=O)Nc2ccccc2C(F)(F)F)c2ccccc21)C(C)C	4%

Assay outcomes: PubChem BioAssay, National Center for Advancing Translational Sciences (NCATS)
